Screens: PubChem, several laboratories
AHR activator – human AHR activation; 2.5% of 320,000 active; AHR-responsive luciferase reporter cells, luminescence; activation, % at 5 µM; AID 2796; P35869; in the data active = activation above about 47%;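 note: 0% = vehicle wells and 100% = reference agonist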
EBNA-1 inh – blocks EBNA-1 binding to DNA; EBNA-1 DNA binding, fluorescence polarization; inhibition, % at 14.8 µM; 0.34% of 300,000 active; in the data active = inhibition above about 28%
MEP2-GFP yeast – modulators of TOR pathway MEP2-GFP in S. cerevisiae | S. cerevisiae MEP2-GFP strain, flow cytometry GFP, 3 h; 100% = DMSO control level | GFP response vs DMSO, % at 10 µM | 0.51% of 330,000 active;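 active = GFP response versus DMSO above a set limit, roughly screen mean plus 3 SD, cut at about 180% in these data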;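 note: median GFP fluorescence of the barcode-gated MEP2-GFP cells per well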
proCasp7 act – counter-screen for procaspase-3 activators: activators of human procaspase-7; recombinant procaspase-7, Ac-DEVD-pNA absorbance 405 nm; D23A/D198A/D206A triple mutant, cannot self-cleave; scale: DMSO 0, 5 µM enzyme 100; activation, % at 8.5 µM; AID 463210; 0.093% of 330,000 active; P55210;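 active = percent activation above the screen-wide mean plus 3 SD, cut at about 25% in these data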
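Assay system: Uncleavable procaspase-7 mutant enzyme | Input: 2 µM procaspase-7 mutant as dispensed | Timing: 1 h compound preincubation, 2 h substrate cleavage, 25 °C | Repeats: One well per compound | Control set: DMSO wells as 0%, DMSO with 5 µM added PC-7 as 100% | Technique: Epi-absorbance of released pNA at 405 nm, two timepoints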
RPL19A TOR yeast – alters RPL19A-GFP fluorescence in TOR pathway yeast screen; S. cerevisiae RPL19A-GFP strain, flow cytometry, 3 h; active compounds read low; percent response vs DMSO, % at 10 µM; 0.3% of 330,000 active; AID 2025;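 active = percent response vs DMSO below 50%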;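 note: median channel GFP fluorescence of the barcoded RPL19A-GFP strain; ratio of sample median GFP to plate DMSO average so 100% = DMSO; lower means less RPL19A-GFP as with rapamycin TOR inhibition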
ZTA counter – blocks Epstein-Barr virus ZTA, an EBNA-1 counter-screen. inhibition, % at 11 µM. AID 2234. 0.15% of 320,000 active. P03206. ZTA-DNA binding, fluorescence polarization; in the data active = inhibition above about 33%
proCasp3 act – procaspase-3 (human) activation. P42574. recombinant procaspase-3 D3A, Ac-DEVD-pNA absorbance 405 nm. activation, % at 8.5 µM. 0.11% of 330,000 active;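 active = activation above the mean of all tested compounds plus 3 SD, cut at about 21% in these data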;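 note: 0% = DMSO alone and 100% = DMSO wells spiked with extra 5 µM PC-3 D3A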
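Technique: 405 nm absorbance of p-nitroaniline, reads at 0 and 120 min; Test system: Procaspase-3 D3A mutant; Incubation: 1 h enzyme-compound preincubation, then 2 h substrate reaction, 25 °C; Repeats: singlicate, each compound tested once; Benchmarks: low control DMSO wells, high control DMSO plus 5 µM PC-3 D3A.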
LAP4 TOR yeast – yeast TOR pathway LAP4-GFP modulation. S. cerevisiae LAP4-GFP multiplex, flow cytometry GFP, 3 h; median GFP as percent of DMSO wells. 0.34% of 320,000 active. GFP response vs DMSO, % at 10 µM;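 active = GFP response vs DMSO above a set limit, about the screen mean plus 3 SD, cut at about 150% in these data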
* = called active by the depositor; . = not tested or not shown.

SMILES	AHR activator	EBNA-1 inh	MEP2-GFP yeast	proCasp7 act	RPL19A TOR yeast	ZTA counter	proCasp3 act	LAP4 TOR yeast
Cc1ccc(CC(=S)N2CCOCC2)cc1	0.4	7.8	99.5	-11.5	99.2	-6.6	-7.5	101.5
O=C(O)CCC(=O)N1CCc2cc(S(=O)(=O)NCCc3ccc(Cl)cc3)ccc21	-1.9	1.0	107.8	3.3	96.1	-8.2	5.7	97.3
c1ccc(CNc2cnccn2)cc1	-0.7	0.7	98.0	-2.2	96.8	-1.0	5.0	97.7
CCOC(=O)N1CCN(C(=O)c2cc(COc3ccc(OC)cc3Cl)on2)CC1	14.7	-3.9	107.6	-0.4	105.5	-7.9	0.2	100.7
CCN(Cc1nc2cc(Cl)ccc2c(=O)[nH]1)C(=O)c1cccc(OCc2c(C)noc2C)c1	2.8	.	105.7	-13.2	101.3	-13.1	-1.7	112.4
O=C(O)CNc1ncccc1[N+](=O)[O-]	-0.1	-3.0	91.4	-0.4	95.6	9.6	-15.3	89.8
CCOc1ccc2[nH]c3nc(SCC(=O)NC4CC4)nnc3c2c1	7.5	3.5	105.5	7.3	106.0	-5.6	5.4	95.5
Cc1cccc2cc(CN(Cc3ccc(F)cc3)C(=O)C(F)(F)F)c3nnnn3c12	4.5	-8.1	102.1	1.1	96.5	-6.6	-4.5	91.7
CCC(=O)c1ccc(Oc2nc3c(c(=O)n(C)c(=O)n3C)n2CC)cc1	60.8*	-2.5	99.5	-7.6	98.7	6.4	1.1	108.8
Cc1c(Cl)ccc2sc(NC(=O)C3CC3)nc12	42.8	2.5	107.0	-1.6	83.6	-11.2	7.1	136.0
Cc1cc(C(=O)Nc2ccccc2N2CCOCC2)ccc1[N+](=O)[O-]	72.1*	4.4	101.4	2.6	100.6	14.2	-1.5	95.0
CC(C)OP(=O)(Nc1cccc2ccccc12)OC(C)C	0.8	4.0	98.8	-0.1	107.8	-15.0	8.2	94.6
Cc1cc(Br)cc2c(C(=O)Nc3c(C)n(C)n(-c4ccccc4)c3=O)cc(-c3cccs3)nc12	0.3	1.6	102.9	8.7	93.8	-3.6	0.0	95.1
O=[N+]([O-])c1cccc(-c2ccc(C(=S)N3CCN(c4ccc(F)cc4)CC3)o2)c1	36.5	-9.3	88.4	-6.5	99.4	-11.0	-6.4	89.0
N#CC(C#N)=C1NC(N)=C(C#N)C(c2ccccc2)=C1C#N	8.8	-16.2	95.3	-11.2	92.2	11.6	-5.6	104.5
O=C(c1ccccc1)c1c(-c2ccccc2)[nH]n(-c2ccccc2)c(=O)c1=O	-1.2	4.2	98.8	-7.5	101.6	-8.4	7.0	95.1
COc1cccc(/C=N/Nc2ncnc(N)c2[N+](=O)[O-])c1OC	1.4	-0.4	107.3	3.6	104.8	-8.0	1.2	120.2
Cc1ccc(NC(=S)N(CCCN2CCN(C)CC2)Cc2cccs2)cc1C	1.1	6.0	95.3	0.7	101.3	10.9	7.2	96.0
Fc1cc(F)c2nc(N3CCCC3)sc2c1	1.6	-6.6	100.4	1.6	92.7	-0.6	-2.0	110.1
COc1ccc(C(CNC(=O)CSc2ccccc2F)N2CCOCC2)cc1 (stereo unspecified)	4.0	-7.2	100.8	11.6	98.7	-11.7	-7.2	101.4
Cc1cc(C(=O)COC(=O)[C@H](C)NC(=O)c2ccco2)c(C)n1Cc1ccco1	-2.2	-22.1	93.8	-8.5	97.5	5.5	-3.9	95.8
CC(C)C[C@H](NC(=O)N1CC(=O)Nc2ccccc21)C(=O)N[C@@H](Cc1c[nH]c2ccccc12)C(=O)O	15.5	-13.2	90.2	0.4	98.0	-3.6	1.7	100.2
COc1ccc(N(CN2C(=O)c3ccccc3C2=O)C(=O)COc2ccc(Cl)cc2Cl)cc1	1.3	-3.1	103.7	-14.8	97.7	-5.0	-2.0	92.9
COc1ccc(-c2nnc(SCC(=O)Nc3ncc(C(F)(F)F)cc3Cl)n2CC(C)C)cc1	-0.5	4.7	92.0	-5.7	104.8	4.0	1.1	103.2
Cc1cccc(C)c1NC(=O)CSc1nnc([C@@H]2CCCN2C(=O)OC(C)(C)C)o1	3.4	-17.4	105.5	6.9	103.6	-6.8	0.7	117.4
O=C(NC(=S)Nn1cnc2c(cnn2-c2ccccc2)c1=O)c1ccc(Cl)cc1	0.8	8.9	100.7	-1.3	97.0	-3.0	-1.2	103.0
COc1cc(/C=N/n2cnnc2)ccc1Oc1nc(Cl)ncc1F	-2.6	8.1	103.0	11.6	100.3	12.8	7.8	93.5
CN(CC(=O)Nc1ccc(F)c(F)c1F)C(=O)c1cc(-c2ccncc2)nc2ccccc12	15.2	-2.7	103.2	3.2	101.3	12.0	2.1	106.6
COc1cc(Cl)ccc1OCc1cc(C(=O)N(C)Cc2cccc3cnccc23)no1	-4.8	0.0	79.2	16.5	90.7	-21.6	4.7	95.1
CS(=O)(=O)NN1C(=O)c2ccccc2NC12CCCC2	-1.0	-9.8	102.2	8.5	98.2	6.0	-5.3	96.9
CCOC(=O)c1cnc(SCC(=O)NCc2cccs2)nc1N	1.4	0.6	109.6	-5.0	106.2	-16.4	5.7	105.3
Cc1ccc2oc(=O)c(/C=C(\O)C(C)(C)C)nc2c1	12.5	-17.2	99.0	-25.9	99.6	-9.8	-5.9	91.1
COc1cccc(/C=N/Nc2c(Cl)cncc2Cl)c1O	22.6	6.3	100.8	5.5	96.3	6.5	1.4	103.5
CCCCN=C1SC(C(=O)Nc2sc3c(c2C(=O)OC)CCC3)C(N)=C1C(=O)N1CCOCC1 (stereo unspecified)	3.7	8.4	103.1	10.9	93.5	-8.2	-4.0	85.4
CCc1nnc(NC(=O)c2ccc(N3C(=O)CCC3=O)cc2)s1	1.2	-8.4	94.9	-7.3	102.4	2.0	-0.1	93.0
CCCCNC(=O)CSc1nc2ccccc2c(=O)n1Cc1ccc2c(c1)OCO2	-1.0	-3.4	107.1	-5.5	100.7	-21.8	-1.3	96.3
CC(C)(C)C1CCc2[nH]nc(C(=O)O)c2C1 (stereo unspecified)	-0.6	-11.1	100.5	0.6	103.8	-1.2	-3.4	95.6
Cc1nnc(C)c2c(C)n(-c3cccc4cccnc34)c(C)c12	2.2	0.6	89.8	-1.7	86.0	0.8	-1.8	104.7
COc1cc(C(c2c(C)[nH][nH]c2=O)c2c(C)[nH][nH]c2=O)ccc1OCc1ccc([N+](=O)[O-])cc1	0.4	2.9	95.2	-18.8	99.0	-5.8	3.0	101.5
COc1ccc(-c2cn3c(n2)CCC3)cc1	33.7	9.1	101.8	9.9	98.5	8.9	-4.5	89.2

5 entries picked at random from those above, as already listed:
SMILES	AHR activator	EBNA-1 inh	MEP2-GFP yeast	proCasp7 act	RPL19A TOR yeast	ZTA counter	proCasp3 act	LAP4 TOR yeast
CCCCN=C1SC(C(=O)Nc2sc3c(c2C(=O)OC)CCC3)C(N)=C1C(=O)N1CCOCC1 (stereo unspecified)	3.7	8.4	103.1	10.9	93.5	-8.2	-4.0	85.4
CCCCNC(=O)CSc1nc2ccccc2c(=O)n1Cc1ccc2c(c1)OCO2	-1.0	-3.4	107.1	-5.5	100.7	-21.8	-1.3	96.3
COc1ccc(-c2cn3c(n2)CCC3)cc1	33.7	9.1	101.8	9.9	98.5	8.9	-4.5	89.2
Cc1ccc2oc(=O)c(/C=C(\O)C(C)(C)C)nc2c1	12.5	-17.2	99.0	-25.9	99.6	-9.8	-5.9	91.1
Cc1nnc(C)c2c(C)n(-c3cccc4cccnc34)c(C)c12	2.2	0.6	89.8	-1.7	86.0	0.8	-1.8	104.7

Later entries.
SMILES	AHR activator	EBNA-1 inh	MEP2-GFP yeast	proCasp7 act	RPL19A TOR yeast	ZTA counter	proCasp3 act	LAP4 TOR yeast
Cc1ccc(S(=O)(=O)N(C)C)cc1NC(=O)c1ccccc1Br	15.6	-8.0	99.3	8.1	95.4	-2.3	-3.4	103.0
N#CCCN(CCC#N)C(=S)NC1CC2C=CC1C2 (stereo unspecified)	4.9	0.9	101.2	3.3	102.1	-14.3	-8.8	93.4
CC(=O)c1c(C)[nH]c(C(=O)OCC(=O)Nc2cccc(S(=O)(=O)N(C)C)c2)c1C	7.7	-14.6	93.2	4.5	97.0	1.1	4.4	87.9
CC(C)CC(C(=O)Nc1oc(-c2ccccc2)c(-c2ccccc2)c1C#N)N1C(=O)c2ccccc2C1=O (stereo unspecified)	7.5	6.0	103.0	-7.9	102.5	25.5	8.7	102.4
Cc1ccc(/C=N/c2sc3c(c2C#N)CCCCC3)o1	1.9	-1.9	99.9	1.4	95.1	-14.5	-2.3	99.0
CC(C)NC(=O)N(C)C[C@H]1Oc2ccc(NC(=O)CCN3CCOCC3)cc2C(=O)N([C@H](C)CO)C[C@@H]1C	-1.6	.	99.7	11.2	103.8	.	9.8	107.5
COCCN(CCOC)Cc1cc(=O)oc2cc3c(cc12)CCC3	7.6	-10.2	95.7	18.8	98.0	1.6	5.9	.
Oc1ccc(Cl)cc1CNCC1CCCO1 (stereo unspecified)	4.0	1.9	97.0	-2.9	95.9	-1.4	-2.1	100.0
CCCCn1c(-c2ccsc2)nc2c1c(=O)[nH]c(=O)n2CCC	0.3	-14.0	102.8	3.8	98.9	-12.8	-2.7	96.8
CCCN(CCC)C(=O)/C=C/c1cccc([N+](=O)[O-])c1	1.5	6.2	105.3	0.7	100.0	19.7	-4.2	110.8
CC(OC(=O)c1ccc([N+](=O)[O-])s1)C(=O)NC1CCCCC1C (stereo unspecified)	0.1	.	100.5	-10.6	101.0	4.5	-8.8	111.4
CC(=O)Nc1ccc(S(=O)(=O)NCCC(=O)Nc2cccc(Cl)c2)cc1	-1.9	4.1	106.3	2.1	98.3	-6.4	8.4	90.5
CC(=O)N1CCN(C(=O)c2ccc(Cl)c(S(=O)(=O)N3CCCC3)c2)CC1	0.1	.	101.1	-3.4	100.4	.	-0.1	96.3
C=CCn1c(C)cc(C(=O)Cn2ncc(Cl)c(Cl)c2=O)c1C	1.5	4.1	94.8	6.0	97.0	7.0	-8.8	96.3
CCn1cc(CN2CCc3c([nH]c4ccccc34)C2c2cccc(OC)c2OC)c(C)n1 (stereo unspecified)	13.5	5.4	93.4	4.8	88.6	2.2	4.4	93.1
COC(=O)c1sc(S(=O)(=O)NC(C)C(=O)O)c(C(=O)OC)c1C (stereo unspecified)	-0.7	-6.5	100.3	-1.9	100.8	-16.5	-15.7	101.2
COC(CNc1cc(=O)oc2ccccc12)OC	6.3	2.8	104.3	3.2	99.8	5.1	-1.2	95.4
CC(C)(C)n1ncc2c(=O)n(Cc3cc(F)c(Cl)cc3Cl)cnc21	-0.1	.	96.4	-1.7	97.3	.	0.8	109.7
C#CCn1cc[n+](CC(=O)N(C)C)c1	-0.7	3.5	90.0	-14.9	90.1	8.8	-0.2	92.1
COC(=O)C1N[C@@H]([C@@H](NC(=O)COc2ccccc2)C(=O)NCc2ccsc2)SC1(C)C (stereo partly specified)	2.9	-7.0	.	-7.2	.	-1.9	7.5	.
Cc1c(NN=C(C#N)C#N)c(=O)n(-c2ccccc2)n1C	1.1	-0.8	98.4	-0.1	97.5	0.4	2.9	103.6
CC(C)NCC(=O)NC12CC3CC(CC(C3)C1)C2	0.8	-9.1	101.2	2.6	102.2	5.4	3.1	100.3
Cc1cccc(C(=O)N2CC3(C)CC2CC(C)(C)C3)c1 (stereo unspecified)	2.8	-1.0	100.0	-1.8	99.2	-3.1	4.5	89.2
O=C(Nc1ccc2c(c1)OCO2)c1cc(Cl)ccn1	66.5*	.	97.2	0.2	98.2	-8.3	-3.6	96.5
Nc1sc2c(c1C(=O)c1ccccc1)CCCC2	1.9	7.0	104.9	-5.0	99.8	-8.6	-0.8	99.5
